E-sel inducer = E-selectin induction on HUVECs | HUVEC E-selectin immunofluorescence imaging; normalized: neutral wells 0, TNF-alpha wells 100 | 0.37% of 260,000 active | activation, % at 7.58 µM;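 active = mean E-selectin-positive cell signal at least 10% of the positive control, reached in at least 60% of replicates, without over 20% cell loss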;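 note: in these data hits start at about 27%; measured in HUVEC primary endothelial cells; signal is the percent of cells scored E-selectin positive by PE staining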
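Assay system: HUVEC, human umbilical vein endothelial cells / Amount: 3,000 HUVEC/well / Controls: TNF-alpha positive control, DMSO neutral control / Compound dosing: single concentration / Medium: EGM-2 over gelatin coat / Evaluation: percent E-selectin-positive cells / Signal: immunofluorescence imaging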
S100A4 MyoIIA = S100A4-myosin IIA interaction inhibition; P26447; S100A4/TAMRA-MyoIIA peptide fluorescence polarization; inhibition, % at 10.7 µM; 0.14% of 360,000 active; AID 652163;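 active = mean inhibition of at least 70% across replicates, with every replicate also reaching that level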
Target sequence (P26447 whole entry, looked up): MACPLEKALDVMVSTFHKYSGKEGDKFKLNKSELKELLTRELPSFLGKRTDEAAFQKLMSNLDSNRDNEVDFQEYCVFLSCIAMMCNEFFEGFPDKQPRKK
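Test system: S100A4 monomer protein. Medium: HEPES buffer with Ca2+, pH 7.2. Reagent: fluorescent myosin IIA peptide, 5 nM. Compound dosing: single-point compound testing. Timing: 5 min between mix addition and reading. Benchmarks: DMSO neutral and TFP positive wells.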
Statin myotox sup = suppressors of simvastatin-induced myotoxicity in C2C12 myotubes; ATP luminescence, 48 h; scaled: DMSO 0, geranylgeraniol control 100; rescue of ATP level, % at 7.49 µM; 0.78% of 330,000 active; AID 602340;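 active = mean ATP rescue above about 67%, or every replicate alone reaching that limit, limit read from the data, passing the limit was not always enough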;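 note: myotubes were challenged with 10 µM simvastatin during compound exposure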
PglD DTNB = PglD (C. jejuni) enzyme inhibition; purified PglD enzyme, DTNB colorimetric CoA detection; inhibition, % at 12.5 µM; 0.098% of 360,000 active; in the data active = inhibition above about 16%, passing the limit was not always enough; note: strong numbers were not always called active
ERp5 block = blocks human ERp5 reductase activity on insulin; ERp5 insulin aggregation, absorbance 650 nm, 90 min; Q15084; AID 651711; inhibition, % at 9.99 µM; 0.05% of 350,000 active;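 active = mean replicate inhibition above about 25%, with every replicate also reaching it, limit read from the data, passing the limit was not always enough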
DENV2 CPE = protects cells from dengue virus 2 cytopathic effect; DENV2-infected cells, cytopathic effect rescue, plate reader; CPE inhibition, % at 9.99 µM; 1.7% of 350,000 active; AID 651640; in the data active = CPE inhibition above about 20%, passing the limit was not always enough; tested in BHK-21 cells;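 note: 0% = median of neutral control wells and 100% = median of positive control wells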
SIRT5 inh = sirtuin-5 (human) deacylase inhibition; Q9NXA8; AID 652115; inhibition, % at 15 µM; Purified SirT5, succinyl-peptide AMC, trypsin-coupled fluorescence; 1.1% of 330,000 active; in the data active = inhibition above about 15%
Target sequence (Q9NXA8 whole entry, looked up): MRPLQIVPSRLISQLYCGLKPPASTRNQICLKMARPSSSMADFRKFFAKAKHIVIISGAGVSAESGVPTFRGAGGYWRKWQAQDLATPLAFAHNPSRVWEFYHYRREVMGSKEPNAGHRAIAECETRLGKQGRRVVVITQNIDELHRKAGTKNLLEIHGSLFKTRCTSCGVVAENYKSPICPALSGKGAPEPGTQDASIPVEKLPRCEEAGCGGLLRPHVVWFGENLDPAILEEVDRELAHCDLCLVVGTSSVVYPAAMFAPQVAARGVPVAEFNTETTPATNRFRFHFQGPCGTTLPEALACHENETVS
An asterisk follows results filed as active; · = no result given. Not all compounds are listed; count on the stated rates, not on these rows.

Molecule | E-sel inducer | S100A4 MyoIIA | Statin myotox sup | PglD DTNB | ERp5 block | DENV2 CPE | SIRT5 inh
Cc1ccccc1N=Nc1c(O)[nH]c2ccccc12 | 0.6 | 0 | · | 2 | 8 | -9 | -1
Cc1ccc(S(=O)(=O)N2CCOCC2)cc1C(=O)N1CCc2ccccc21 | 0.0 | -1 | -7 | 1 | -3 | 4 | -1
O=C(CN1c2ccccc2Sc2ccccc21)N/N=C/c1ccccc1 | 0.4 | -5 | -4 | 2 | 1 | -4 | ·
Cc1cccc(NC(=O)C2(c3ccc([N+](=O)[O-])cc3)CCCC2)c1 | 3.5 | · | 18 | 1 | · | · | ·
Cc1ccc(NC(=O)/C=N/OCC(=O)NCc2ccccc2Cl)cc1 | · | 1 | · | -2 | -2 | -6 | -1
COc1ccccc1N(C(=O)c1snc(C(N)=O)c1N)C(C(=O)NCc1ccccc1)c1ccc(C)o1 (centres undefined) | 33* | -2 | -17 | 2 | 1 | 15 | 0
CC(CCc1ccccc1)NC(=O)COC(=O)c1ccc(NC(N)=O)cc1 (centres undefined) | -0.3 | 1 | 3 | -3 | 1 | 7 | -2
CN(C)Cc1cn(CC[C@H]2CC[C@@H](NC(=O)Nc3ccc4c(c3)OCO4)[C@@H](CO)O2)nn1 | -0.3 | -2 | -10 | -3 | -5 | 12 | -1

In the list so far, 2 have four or more nitrogen atoms:
Molecule | E-sel inducer | S100A4 MyoIIA | Statin myotox sup | PglD DTNB | ERp5 block | DENV2 CPE | SIRT5 inh
COc1ccccc1N(C(=O)c1snc(C(N)=O)c1N)C(C(=O)NCc1ccccc1)c1ccc(C)o1 (centres undefined) | 33* | -2 | -17 | 2 | 1 | 15 | 0
CN(C)Cc1cn(CC[C@H]2CC[C@@H](NC(=O)Nc3ccc4c(c3)OCO4)[C@@H](CO)O2)nn1 | -0.3 | -2 | -10 | -3 | -5 | 12 | -1

New compounds follow:
Molecule | E-sel inducer | S100A4 MyoIIA | Statin myotox sup | PglD DTNB | ERp5 block | DENV2 CPE | SIRT5 inh
O=C(NCc1nnc(SCC(=O)N2CCOCC2)o1)c1cccs1 | -1.2 | -13 | · | · | -6 | 12 | -4
Cc1ccc(S(=O)(=O)N(Cc2ccccc2)c2ccccc2C(=O)NCc2ccco2)cc1 | · | -1 | · | · | -2 | · | -6
Cc1c(F)cccc1NS(=O)(=O)c1ccccc1C#N | · | -3 | 9 | -1 | 2 | 5 | -1
O=C(O)c1ccccc1/C=N/NC(=O)C1CCCC1 | · | -4 | -7 | 3 | -4 | -10 | -3
COc1ccc(-c2cn[nH]c2-c2ccc(OCc3ccc([N+](=O)[O-])cc3)cc2O)cc1OC | 0.8 | 0 | 23 | -8 | 0 | · | -3
CC(=O)Nc1ccc(NC(=O)CSc2nnnn2C2CCCCC2)cc1 | 0.6 | -7 | -8 | 2 | 6 | -2 | -1
CN1CCN(c2ccc(S(=O)(=O)N3CCOCC3)cc2NC(=O)COc2ccc(F)cc2Cl)CC1 | -0.3 | -5 | · | -1 | 1 | 0 | -2
Cc1ccc(S(=O)(=O)Nc2ccc3c(c2)C(=O)N([C@@H](C)CO)C[C@H](C)[C@@H](CN(C)S(C)(=O)=O)OCCCC[C@@H](C)O3)cc1 | 1.1 | 0 | · | -1 | 0 | 26* | 1

An excerpt from above in order of molecular weight, low to high.
Molecule | E-sel inducer | S100A4 MyoIIA | Statin myotox sup | PglD DTNB | ERp5 block | DENV2 CPE | SIRT5 inh
O=C(O)c1ccccc1/C=N/NC(=O)C1CCCC1 | · | -4 | -7 | 3 | -4 | -10 | -3
Cc1c(F)cccc1NS(=O)(=O)c1ccccc1C#N | · | -3 | 9 | -1 | 2 | 5 | -1
O=C(NCc1nnc(SCC(=O)N2CCOCC2)o1)c1cccs1 | -1.2 | -13 | · | · | -6 | 12 | -4
COc1ccc(-c2cn[nH]c2-c2ccc(OCc3ccc([N+](=O)[O-])cc3)cc2O)cc1OC | 0.8 | 0 | 23 | -8 | 0 | · | -3

Remaining list, next part.
Molecule | E-sel inducer | S100A4 MyoIIA | Statin myotox sup | PglD DTNB | ERp5 block | DENV2 CPE | SIRT5 inh
CCCCN(C)C(=O)c1sc(=O)n(Cc2c(C)cccc2C)c1C | · | 0 | -11 | -6 | 9 | -5 | ·
COc1ccc(C(=O)N/C(=C/c2ccco2)C(=O)NCc2ccco2)cc1 | · | -1 | 5 | -4 | 7 | 8 | 4
CNC[C@H]1Oc2ccc(NS(C)(=O)=O)cc2CC(=O)N([C@@H](C)CO)C[C@H]1C | -1.7 | 56 | -3 | 0 | 2 | -1 | -1
Cc1cccc(NC(=O)CSc2cccc3cccnc23)c1C | 0.0 | -3 | 1 | -6 | 3 | -1 | -6
O=C(Cn1c(=O)c(=O)n(Cc2ccccc2)c2ccc(Cl)cc21)NCC1CCCO1 (centres undefined) | 2.9 | 2 | · | · | 5 | 0 | -4
O=C(O)c1ccc2c(c1)C(=O)N(c1cccc(S(=O)(=O)Nc3cccc(C(F)(F)F)c3)c1)C2=O | -0.5 | 19 | -2 | -7 | 4 | 1 | ·
Cc1c(C)c2c(OCC(=O)N3CCC(O)CC3)cc3c(c2oc1=O)CCC(C)(C)O3 | · | -8 | 9 | 3 | 5 | 47* | ·
CC(C)NC(=O)Nc1ccc2c(c1)C(=O)N([C@H](C)CO)C[C@H](C)[C@H](CN(C)S(C)(=O)=O)OCCCC[C@@H](C)O2 | · | 5 | · | 13 | -4 | 6 | 2

Molecules listed so far that contain a halogen (5):
Molecule | E-sel inducer | S100A4 MyoIIA | Statin myotox sup | PglD DTNB | ERp5 block | DENV2 CPE | SIRT5 inh
Cc1ccc(NC(=O)/C=N/OCC(=O)NCc2ccccc2Cl)cc1 | · | 1 | · | -2 | -2 | -6 | -1
Cc1c(F)cccc1NS(=O)(=O)c1ccccc1C#N | · | -3 | 9 | -1 | 2 | 5 | -1
CN1CCN(c2ccc(S(=O)(=O)N3CCOCC3)cc2NC(=O)COc2ccc(F)cc2Cl)CC1 | -0.3 | -5 | · | -1 | 1 | 0 | -2
O=C(Cn1c(=O)c(=O)n(Cc2ccccc2)c2ccc(Cl)cc21)NCC1CCCO1 (centres undefined) | 2.9 | 2 | · | · | 5 | 0 | -4
O=C(O)c1ccc2c(c1)C(=O)N(c1cccc(S(=O)(=O)Nc3cccc(C(F)(F)F)c3)c1)C2=O | -0.5 | 19 | -2 | -7 | 4 | 1 | ·

New compounds follow:
Molecule | E-sel inducer | S100A4 MyoIIA | Statin myotox sup | PglD DTNB | ERp5 block | DENV2 CPE | SIRT5 inh
C#CCOCCOCCOCCNc1nc(N2CCN(C(=O)Cn3cc(CCO)nn3)CC2)nc(N2CCN(C(=O)Cn3cc(CCCN=C(N)N)nn3)CC2)n1 | -0.2 | -23 | 12 | -5 | 6 | 0 | ·
CSc1ccc(SC2CN(Cc3ccc(C)cc3)S(=O)(=O)C2)cc1 (centres undefined) | · | 0 | · | · | -4 | 13 | -1
COC(=O)c1ccc(S(=O)(=O)NCCSc2nnc3c4ccccc4n(C)c3n2)cc1 | · | -5 | 9 | · | 0 | 3 | -1
CC(NC(=O)C1CCN(Cc2ccccc2)CC1)c1cccc2ccccc12 (centres undefined) | 0.3 | -1 | -6 | -5 | 3 | -13 | ·
C[C@@H]1CN([C@H](C)CO)C(=O)c2cc(NC(=O)CCC(F)(F)F)ccc2O[C@@H](C)CCCCO[C@H]1CN(C)Cc1ccc(Cl)c(Cl)c1 | -0.1 | 4 | · | 1 | 0 | 71* | 1
C[C@H](CO)N1C[C@H](C)[C@H](CN(C)C(=O)Nc2ccccc2)Oc2c(NS(C)(=O)=O)cccc2C1=O | -23 | -8 | 40 | -1 | 11 | 2 | -5
COc1ccc(Cl)cc1N/C(N)=N/c1nc(C)cc(=O)[nH]1 | · | -18 | · | · | 5 | 2 | -2
Cc1cccc(C(=O)NNC(=O)c2ccccc2-n2cccc2)c1 | · | -5 | · | · | 2 | 7 | -1
C[C@@H]1CN([C@@H](C)CO)C(=O)c2cc(NC(=O)C3CCCCC3)ccc2O[C@@H]1CN(C)C(=O)Nc1ccc(F)cc1 | -4.9 | -2 | -1 | -1 | -1 | 7 | -1
CN(C)S(=O)(=O)c1cccc(NC(=S)NN=C(Cc2ccccc2)Cc2ccccc2)c1 | · | -5 | · | · | 15 | -4 | 2
